PP1 counter – blocks human PP1-alpha phosphatase, a PP5 counter-screen; P62136; purified PP1alpha, OMFP fluorescence; 320,000 compounds, 0.9% hits; inhibition, % at 6.7 µM;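 active = inhibition above the mean inhibition of all tested compounds plus 3 SD, computed separately for each screening campaign, cut at about 15% in these data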
Target sequence (P62136 whole entry, looked up): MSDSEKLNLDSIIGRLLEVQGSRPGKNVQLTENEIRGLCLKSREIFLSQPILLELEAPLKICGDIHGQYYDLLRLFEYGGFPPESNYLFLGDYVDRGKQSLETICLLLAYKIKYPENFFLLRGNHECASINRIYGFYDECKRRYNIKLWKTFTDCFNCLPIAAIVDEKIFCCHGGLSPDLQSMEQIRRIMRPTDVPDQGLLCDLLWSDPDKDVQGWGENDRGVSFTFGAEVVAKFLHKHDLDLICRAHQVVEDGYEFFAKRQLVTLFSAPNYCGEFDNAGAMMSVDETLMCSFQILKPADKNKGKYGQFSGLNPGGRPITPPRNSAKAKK
PREPL inhibitor – human PREPL enzyme inhibition | Q4J6C6 | recombinant PREPL, fluorescence polarization activity-based probe | inhibition, % at 5.96 µM | 320,000 compounds, 0.68% hits | AID 2751; in the data active = inhibition above about 43%;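 note: 0% = enzyme with DMSO and 100% = wells lacking enzyme; many of its hits are not listed in these tables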
LYPLA2 counter – LYPLA2 (human) inhibition in PME1 counter-screen. recombinant LYPLA2, FP-Rh probe fluorescence polarization. inhibition, % at 5.9 µM. 320,000 compounds, 0.38% hits. AID 2177;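 active = inhibition above the screen-wide mean plus 3 SD, limit set per campaign, cut at about 26% in these data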;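 note: 0% = LYPLA2 with DMSO and 100% = wells lacking LYPLA2 enzyme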
Efflux pump mplx – blocks antifungal efflux pumps in multiplex yeast assay; AID 485275; 330,000 compounds, 0.44% hits; inhibition, % at 10 µM; S. cerevisiae Candida pump triplex, Nile Red efflux;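 active = plate passing quality check with inhibition over a set limit, or well fluorescence over plate mean plus 4 SD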;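 note: Nile Red retained in pooled yeast measured as flow cytometry median fluorescence; 0% = buffer negative control and 100% = Enniatin B positive control; higher means more Nile Red kept so more efflux inhibition; some compounds called inactive have numbers as strong as hits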
CTSL1 counter – cathepsin L1 inhibition, PFM18AAP counter-screen | inhibition, % at 5.96 µM | recombinant F. hepatica cathepsin L1, Z-Leu-Arg-MCA fluorescence | 300,000 compounds, 0.49% hits;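 active = inhibition above the mean of all tested compounds plus 3 SD, set per screening campaign, cut at about 17% in these data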;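 note: 0% = plate median of test compound wells and 100% = 1 µM Z-Phe-Ala-diazomethylketone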
TPT1 inh – C. albicans TPT1 enzyme inhibition | inhibition, % at 5 µM | recombinant caTPT1, FP RNA substrate dephosphorylation | 300,000 compounds, 0.81% hits;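 active = inhibition above the mean of all tested compounds plus 3 SD, set per screening campaign, cut at about 24% in these data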;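 note: plate controls were DMSO alone for no effect and ferristatin control at 100 nM for full effect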
JMJD2C inh – human JMJD2C demethylase inhibition. GST-JMJD2C(1-420) H3K9me3 demethylation, DELFIA europium. 330,000 compounds, 0.069% hits. inhibition, % at 2.35 µM. AID 2099. Q9H3R0;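 active = more than half of a compound's replicate wells show inhibition beyond 50%, single wells judged on their own value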;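 note: signal counts dimethyl H3K9 product captured on neutravidin plate; 0% = median of DMSO wells and 100% = 0.3 times that DMSO median; strong numbers were not always called active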
core dimer inh – blocks dimerization of HCV core protein. TR-FRET GST/Flag-core106 dimerization, 1536-well. inhibition, % at 5 µM. 300,000 compounds, 0.33% hits. AID 1899;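 active = inhibition above the mean of all tested compounds plus 3 SD, set per screening campaign, cut at about 45% in these data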
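System: GST/Flag-tagged HCV core106 proteins. Incubation: compound-protein-antibody incubation 4 h at 22.5 °C. Technique: HTRF with 340 nm excitation, 617/671 nm emission. Medium: KF-containing HEPES buffer, pH 7.45, DTT, CHAPS, BSA. Read-out: inhibition (%) from 671 over 617 nm ratio. Also added: Eu(K)-anti-GST 90 ng/mL plus XL665-anti-Flag 1 µg/mL.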
PP5 inh – inhibitors of human protein phosphatase 5 (PP5) | inhibition, % at 6.7 µM | purified PP5c, OMFP substrate fluorescence | 320,000 compounds, 0.18% hits;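 active = inhibition above the campaign's mean inhibition across all tested compounds plus 3 SD, cut at about 9.5% in these data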;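 note: 0% = DMSO only and 100% = 100 µM cantharidin control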
Target sequence (P53041 whole entry, looked up): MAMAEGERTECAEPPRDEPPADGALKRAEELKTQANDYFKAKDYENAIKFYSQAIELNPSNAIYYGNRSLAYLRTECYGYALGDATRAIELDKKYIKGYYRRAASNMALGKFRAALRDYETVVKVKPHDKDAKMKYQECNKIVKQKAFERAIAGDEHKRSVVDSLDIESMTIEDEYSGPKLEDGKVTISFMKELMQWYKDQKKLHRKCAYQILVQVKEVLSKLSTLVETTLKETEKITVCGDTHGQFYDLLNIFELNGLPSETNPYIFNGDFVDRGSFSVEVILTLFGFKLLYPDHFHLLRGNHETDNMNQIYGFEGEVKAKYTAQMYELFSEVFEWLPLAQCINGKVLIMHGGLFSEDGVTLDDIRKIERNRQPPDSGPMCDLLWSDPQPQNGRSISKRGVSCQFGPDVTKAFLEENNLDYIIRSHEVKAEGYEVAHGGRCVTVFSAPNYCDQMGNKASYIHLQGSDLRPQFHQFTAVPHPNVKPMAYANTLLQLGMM
The depositor's hits bear a star; . = no result given. These rows are one share of the data; the hit share may differ from the screen's.

#	compound	PP1 counter	PREPL inhibitor	LYPLA2 counter	Efflux pump mplx	CTSL1 counter	TPT1 inh	JMJD2C inh	core dimer inh	PP5 inh
1	COc1cc(S(=O)(=O)N2CCCCC2)ccc1NC=O	-1	3	-2	0.0	5	1	19	3	1.0
2	COc1ccc(C(C)(C)C)cc1S(=O)(=O)N1CCC(C(N)=O)CC1	-3	6	-4	-0.1	-6	1	-5	1	1.8
3	CSc1scc2c1-c1nc(SCC(=O)C(C)(C)C)ncc1CC2	1	1	-5	0.1	6	-5	7	1	2.7
4	Cn1cnc([N+](=O)[O-])c1Nc1ccccc1O	-2	16	-2	0.3	2	1	-2	-4	2.5
5	COc1ccc(C(CC(=O)N2CCOCC2)c2c(OC)cc(OC)c3c(-c4ccccc4)cc(=O)oc23)cc1 (stereo not given)	-1	9	-2	0.0	-1	3	-5	9	3.7
6	COc1ccc(/C=C/C(=O)OCC(=O)Nc2ccc(N3CCOCC3)cc2)cc1OC	-5	-3	-4	-0.1	-5	0	3	0	2.3
7	COc1ccc2[nH]c(C)c(CN3CCCCC3)c(=O)c2c1	-2	0	2	0.1	0	-1	4	5	0.6
8	Cc1ccc(C)n1-c1ccc(N2CCOCC2)cc1	10	25	12	0.2	3	5	.	12	4.0
9	CN(C)CCCN(C(=O)c1nc2ccccc2s1)c1nc2ccc(F)cc2s1	0	-15	3	-0.1	-2	0	2	-4	-0.9
10	C=C1CCN([C@@H](CC(C)C)C(=O)NCc2cc(OC)c(OC)c(OC)c2)S(=O)(=O)c2ccccc21	-1	2	8	0.0	0	-1	4	11	1.9
11	CCOc1ccc(N(CC(=O)Nc2ccc(C)cc2)S(C)(=O)=O)cc1	-1	-41	-2	0.0	-1	2	-8	3	0.8
12	c1ccc2c(c1)ncn2Cc1nnc2sc(-c3ccc4c(c3)OCO4)nn12	2	-27	3	0.0	1	-5	-8	9	0.5
13	CC(=O)NNC(=O)c1csc(Cc2c(Cl)sc3ccc(Cl)cc23)n1	-3	-6	5	-0.2	0	-2	-38	-7	2.8
14	c1ccc(Cc2nc3ccccc3n2Cc2ccccc2)cc1	2	2	-1	0.0	-3	-3	0	14	1.4
15	Cc1cc(C)cc(CN2C(=O)NC3(CCCCCC3)C2=O)c1	2	4	-9	0.3	-4	4	-1	6	3.5
16	CC(CN1CCOCC1)OC(=O)c1cccc(Cl)c1 (stereo not given)	1	14	-3	0.0	-1	-3	5	-14	0.9
17	O=S(=O)(NCC(Nc1ccc(Cl)cc1)c1ccccc1)c1ccc(Cl)cc1 (stereo not given)	3	-3	-7	-0.1	2	-2	-3	2	7.1
18	COc1ccc(C(=O)Nc2ccc(NC(=O)C3CCCCC3)nc2)cc1	-3	0	2	-0.3	5	-4	9	-13	-0.9
19	CCCNC(=O)CN1C(=O)NC2(CCCc3cc(OC)ccc32)C1=O (stereo not given)	6	2	-2	0.0	1	4	2	-1	3.1
20	COC(=O)[C@@H](Cc1ccccc1)NC(=O)NCCc1c[nH]c2ccccc12	-4	-13	3	-0.1	-2	-1	-3	12	-0.6
21	CCC1CCC/C1=N\NC(=O)c1ccc(Cl)cc1 (stereo not given)	-2	-2	-4	0.0	-3	-3	-5	2	0.8
22	COC(=O)c1cc(OC)c(OC)cc1N1C(=O)CC(C)(C)CC1=O	-2	-2	-5	0.0	1	1	3	4	-2.7
23	COCCn1c(-c2ccc(F)cc2)nc2oc3cc(OC)ccc3c(=O)c2c1=O	0	2	-6	0.1	4	2	6	0	-0.5
24	COc1ccc(NC(=S)NCCCN2CCN(C3CCCCC3)CC2)cc1	-5	11	-6	0.2	-2	1	1	3	0.7
25	CC(CCc1ccc(O)cc1)NC1C2CC3CC(C2)CC1C3 (stereo not given)	-2	1	12	0.0	-4	-1	-7	1	-1.1
26	Cc1nc2nc[nH]n2c(=O)c1C/C=C/c1ccccc1	2	-4	-1	0.0	1	-1	4	5	-0.3
27	CC1CCN(C(=O)c2[nH]cnc2C(=O)N2CCN(C(=O)OC(C)(C)C)CC2)CC1	-5	18	-1	-0.2	.	.	1	.	1.0
28	Cc1ccc(S(=O)(=O)N2CCN(C(=O)CSc3nnnn3C)CC2)c(C)c1	-2	9	-9	0.0	9	2	.	5	-1.9
29	O=[N+]([O-])c1ccccc1N=Nc1ccc(O)cc1	-1	-1	4	0.0	3	-4	-4	-6	-0.5
30	COC(=O)c1ccc(Cn2c(CN3CCOCC3)nc3ccccc3c2=O)o1	0	17	7	-0.2	5	-6	7	-3	-0.1
31	CCOC(=O)CC(NC(C)=O)c1ccc([N+](=O)[O-])cc1 (stereo not given)	5	8	3	1.1	-5	1	-2	2	1.7
32	O=C(NCc1cccnc1)c1cnn2ccccc12	-1	-5	-1	0.2	0	-2	19	-8	-0.5
33	CCn1cc(C(=O)N2CCn3c(nc4ccccc43)C2)c(=O)c2ccc(C)nc21	-1	14	6	0.1	0	-7	-1	-1	0.2
34	C1CCc2nnc(C3CC3)n2CC1	-2	10	2	-0.2	3	-2	1	-2	-0.9
35	O=C(COC(=O)COc1ccccc1)Nc1cccc([N+](=O)[O-])c1	-2	-1	2	-0.1	-20	-1	-3	-1	-0.8
36	COC(=O)c1ccccc1C(=O)c1ccc2c(c1)NC(=O)CO2	4	-4	5	0.0	1	-3	-2	4	0.0
37	O=C(NCC1CCCO1)C(C(=O)c1ccc(F)cc1)n1ccccc1=O (stereo not given)	-1	7	8	-0.1	2	0	32	-1	2.8
38	COc1cc(C(=O)Nc2ccc(S(=O)(=O)N3CCOCC3)cc2)c([N+](=O)[O-])cc1OC	-3	-5	16	0.2	0	-1	-5	0	4.3
39	CCOC(=O)/C(N=Nc1ccc(C(=O)O)cc1[N+](=O)[O-])=C(\C)O	-3	2	-2	0.0	5	0	-1	2	-0.6
40	Cc1ccc(NC(=O)C(c2ccccc2)N2CCN(CC(=O)NC3CC3)CC2)cc1Cl (stereo not given)	-3	17	0	-0.2	.	.	-1	.	1.0
41	COc1ccc(CNC(=O)C(C)n2nc(C)c3c(C)n(-c4ccccc4)nc3c2=O)c(OC)c1 (stereo not given)	-3	16	4	0.0	3	-3	3	-14	2.1
42	CSc1cccc(NC(=S)N(Cc2ccc(C)cc2)Cc2ccccn2)c1	4	-3	-5	-0.1	1	-2	4	2	1.6
43	O=C(Nc1ccc(N2CCCC2)cc1)C(Cl)c1ccccc1 (stereo not given)	-2	16	0	-0.2	-4	4	-40	-3	-2.8
44	O=C(NCc1cccnc1)[C@@H]1CC=C[C@@H]2CCN(Cc3ccccc3)C(=O)[C@@H]21	-9	2	-7	0.0	5	0	13	-15	-7.2
45	Cc1ccc(-c2nc3ncccn3c2Nc2ccccc2C)o1	-1	-4	5	-0.1	-4	-3	6	3	2.0
46	O=C(CCOc1ccccc1)Nc1ccccc1	-5	-13	5	-0.1	0	1	-3	2	-2.9
47	CC(C)(C)NC(=O)CN(Cc1cccs1)C(=O)CNS(=O)(=O)c1ccccc1	-1	20	13	-0.1	-1	-3	-2	-4	-1.2
48	CC(C)(C)NC(=O)NC(=O)CSc1ccc(S(=O)(=O)N2CCOCC2)cn1	-2	10	-4	0.1	.	.	.	.	1.4
49	CCCCCC(O)c1cccc(OCc2ccc3ccccc3n2)c1 (stereo not given)	3	4	10	0.0	4	-1	3	6	2.5
50	COc1ccccc1CCNC(=O)CCSc1nc(-c2ccco2)cc(C(F)(F)F)n1	3	15	-7	0.0	3	-1	8	10	0.1
51	Cc1ccc(C)c2[nH]c(=O)c(CN(CC3CCCO3)C(=O)NC3CCCCC3)cc12 (stereo not given)	2	1	3	-0.1	1	0	12	4	2.4
52	Cc1cccc(C(C)C)c1NC(=O)COC(=O)CCN1C(=O)C2CC=CCC2C1=O (stereo not given)	-1	7	-3	0.2	-4	-1	7	0	2.5
53	Cc1ccc(Cn2ncc3c(N4CCN(c5ccccc5C)CC4)ncnc32)cc1	4	7	1	0.0	0	-6	14	3	1.5
54	Cc1n[nH]c(C)c1N=Nc1ccc(Br)cc1	0	11	0	0.4	-4	0	4	-7	4.7
55	O=C(CCCCCn1c(=S)[nH]c2ccc(N3CCOCC3)cc2c1=O)NCc1ccc(Cl)cc1	11	22	2	0.2	0	0	-3	19	-2.0
56	CC(C)Cc1nc(N2CCOCC2)c(C#N)c2c1CCC2	-2	3	-5	0.1	2	-1	-8	2	-1.2
57	Fc1ccc(CCNC(=S)Nc2ccc(F)cc2)cc1	1	-5	3	0.5	0	2	5	-2	2.9
58	CCOc1ccc(C(=O)NCCNC(=O)c2ccc(OCC)cc2)cc1	1	-3	4	0.0	2	0	-5	3	1.5
59	CCOC(=O)c1c(CN2CCOCC2)n(-c2ccccc2)c2cc(Br)c(O)cc12	-1	30	6	0.0	2	-1	20	2	1.6
60	CS(=O)(=O)Nc1ccccc1C(=O)OCC(=O)NC1CC1	-1	2	-3	0.1	.	.	-7	.	-0.8

(further entries)
#	compound	PP1 counter	PREPL inhibitor	LYPLA2 counter	Efflux pump mplx	CTSL1 counter	TPT1 inh	JMJD2C inh	core dimer inh	PP5 inh
61	CCn1nnnc1NC(=O)c1ccc2ccccc2c1	3	-8	2	-0.1	4	0	-5	-1	-0.5
62	NS(=O)(=O)c1ccc(Nc2nc3ccccc3nc2NS(=O)(=O)c2cccc([N+](=O)[O-])c2)cc1	7	8	5	0.0	3	-4	12	10	11*
63	Cc1ccccc1-c1noc(CCC(=O)NCc2ccco2)n1	-4	5	4	0.0	2	1	-1	9	-1.4
64	COc1ccc(Cc2nnc(SCC(=O)c3ccc(OC)cc3)o2)cc1	-1	6	0	-0.1	1	1	-3	3	0.0

Source: PubChem (several laboratories)
